Nrf2 activator – Nrf2 pathway activation. Potency, µM (doses to about 46.1 µM), for the others: at the highest dose activation, hits mostly activators. AREc32 ARE-luciferase reporter (MCF7-derived line), luminescence, 24 h. AID 624171. actives 0.31% (n = 410,000); note: potency is the fitted concentration of half-maximal effect; % of control where 0% means no effect; nearly all actives have a fitted effect of over 65% in size
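Reporter line AREc32 (ARE-Fluc), seeded overnight in OPTI-MEM with 5% FBS; compound pin-transferred, 24 hr at 37 deg C, 5% CO2; luminescent read-out.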
HepG2 viability – HepG2 cytotoxicity, counter-screen for TGF-b inhibitors | HepG2 CAGA-GFP viability, ATP luminescence, 18 h | Potency, µM (titrated, usually from 46.1 µM), for the others: at the highest dose activity change, negative = cytotoxicity, hits mostly cytotoxic | actives 0.76% (n = 410,000) | AID 588856; note: potency is the fitted concentration of half-maximal effect; some results filed as inactive show a strong effect at the top dose
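HepG2 CAGA-GFP cells (1000/well, DMEM with 1% FBS) received compound, then TGF-beta at 500 pg/mL final, and were incubated 18 hours at 37 degrees C. Viability was read by CellTiter-Glo luminescence. Media-only wells were set as complete cell-killing and DMSO as no toxicity.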
Nrf2 inh – inhibitors of Nrf2 signaling. A549 ARE-Fluc reporter, luciferase luminescence, 18-24 h. actives 2.1% (n = 360,000). Potency, µM (top dose mostly 46 µM), inactives show top-dose activity change, negative = inhibition, usual class: inhibitors; note: potency is the fitted concentration of half-maximal effect; % is set by controls: 0 for no effect and ±100 for the full control effect; nearly all actives have a fitted effect of over 60% in size
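Two sequential reads on A549 ARE_Fluc cells exposed to compound for 18-24 h: a CellTiter-Fluor fluorescence read for viability, then a luciferase luminescence read for Nrf2/ARE activity.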
MCF10A rerep – inducers of DNA re-replication in MCF 10A breast cells; Potency, µM (top dose mostly 46.1 µM), for the others: at the highest dose activity, positive = re-replication, most hits filed as activators; actives 2.9% (n = 350,000); AID 624296; MCF 10A DNA re-replication, Hoechst nuclear intensity, 48 h; note: potency is the fitted concentration of half-maximal effect; % of control where 0% means no effect; nearly all actives have a fitted effect of over 50% in size
ATXN2 expr inh – inhibitors of ATXN2 expression; HEK-293 ATXN2-luciferase reporter, luminescence, 24 h; Potency, µM (titrated, usually from 57 µM), for inactives: top-dose activity change, negative = inhibition, most hits filed as inhibitors; actives 0.72% (n = 360,000); AID 1745845; note: potency is the fitted concentration of half-maximal effect; % is set by controls: 0 for no effect and ±100 for the full control effect; nearly all actives have a fitted effect of over 55% in size
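ATXN2-luciferase reporter cells (luciferase flanked by upstream and downstream ATXN2 gene portions) were treated 24 h at 37 °C with compounds at up to 57 uM. SteadyGlo luminescence gave expression; GF-AFC fluorescence gave viability.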
IL-1B inflam inh – inflammasome signaling inhibition, IL-1 beta readout; THP-1 LPS/ATP IL-1B secretion, AlphaLISA, 16 h; stronger effect = lower value; activity change, % at 57.5 µM; actives 4.7% (n = 360,000); AID 743279; in the data active = activity change below about -50%; inconclusive = mostly about -30% to -49%; note: % is set by controls: 0 for no effect and ±100 for the full control effect
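THP-1 cells pretreated 1 hr with compounds (up to 57.5 uM final), then stimulated with LPS (250 ng/mL final) plus ATP (1.25 mM final); secreted IL-1B measured by AlphaLISA after 16 hr, decreased signal indicating inhibition.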
TGFb SMAD3 inh – inhibitors of TGF-b signaling; Potency, µM (series often up to 46.1 µM), without a hit: at the top dose activity, negative = inhibition, hits mostly inhibitors; actives 1.2% (n = 410,000); HepG2 CAGA-GFP TGF-b/SMAD3 reporter, GFP fluorescence, 18 h; TGF-beta stimulated, 500 pg/mL final; note: potency is the fitted concentration of half-maximal effect; % is set by controls: 0 for no effect and ±100 for the full control effect; nearly all actives have a fitted effect of over 65% in size
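HEPG2 CAGA-GFP cells (1000/well, DMEM with 1% FBS) were pre-incubated 2 h at 37 degrees C, given compound by pin tool, then stimulated with TGF-beta at 500 pg/mL final for 18 h before per-cell GFP fluorescence imaging.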
S2 tox – viability counter-screen for ATXN expression inhibitors; Potency, µM (highest dose often 56.7 µM), most hits filed as cytotoxic; actives 0.49% (n = 400,000); S2 cells (HEK-293 line with an ATXN2-luciferase reporter) viability, CellTiter-Fluor protease fluorescence, 24 h; note: potency is the fitted concentration of half-maximal effect; nearly all actives have a fitted effect of over 40% in size
A549 tox – A549 cytotoxicity, counter-screen for Nrf2 inhibitors. A549 ARE-Fluc cells, CellTiter-Fluor viability, 18-24 h. Potency, µM (highest dose often 46 µM), for the others: top-dose activity change, negative = cytotoxicity, usual class: inhibitors. actives 0.16% (n = 390,000). AID 504648; note: potency is the fitted concentration of half-maximal effect; % is set by controls: 0 for no effect and ±100 for the full control effect
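A549 ARE-Fluc cells in 5% FBS OPTI-MEM, 5000 cells/well, rested 2 h then exposed to compounds in concentration-response for 18-24 h at 37 °C. Viability by CellTiter-Fluor fluorescence (Ex 405/Em 525) after 30 min; luciferase luminescence (BugLite, 15 min, RT) read afterwards.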
* hit, by the source's call; i = inactive; u = inconclusive; x = not tested or not shown; & = joins results of further samples; [ ] = dose if it differs, or a comment. Unless noted, calls come from the whole dose curve; as a rule, active = well fitted curve in the direction sought with a large enough effect; inconclusive = small, poorly fitted or top-dose-only effect, or another doubt; inactive = no such curve, though single readings can be large; an effect the other way counts as inactive or inconclusive.

smiles	MCF10A rerep	IL-1B inflam inh	S2 tox	ATXN2 expr inh	Nrf2 inh	A549 tox	HepG2 viability	Nrf2 activator	TGFb SMAD3 inh
COCCNC(=O)COC(=O)c1cc(-c2ccc(OC)cc2)nc2ccccc12	0%	7	i	4%	-11%	0%	-20%	0.7%	-18%
Cc1cc(NC(=O)c2ccccc2F)cc(C)c1OCC(=O)N1CCOCC1	11%	12	i	7%	24%	4%	-11%	0.5%	12%
COc1ccc2c(C)cc(SCC(=O)N3CCOCC3)nc2c1	7%	-22	i	-1%	-2%	4%	6%	-0.5%	55%[activator]
COc1ccc(CCNC(=O)C23CCC(C)(C(=O)C2Br)C3(C)C)cc1OC (stereo unspecified)	-1%	61	i	-6%	11%	6%	30%	-1.1%	-2%
CCOC(=O)c1ccc(N=C2NC(=O)CS2)cc1	10%	-7	i	-3%	-20%	1%	0%	0.2%	0%
COc1ccc(S(=O)(=O)N2CCN(c3c(C)cccc3C)CC2)cc1OC	3%	20	i	-14%	u	-4%	-14%	-0.3%	-9%
CC1=C(C(=O)N2CCN(C(=O)c3ccco3)CC2)C2(CCC(C)CC2)OC1=O (stereo unspecified)	10%	0	i	4%	-3%	2%	1%	-0.1%	13%
COc1ccccc1-c1coc2cc(OC(=O)N3CCOCC3)ccc2c1=O	u	-27	i	19%	u	10%	-2%	3.2%	-1%

The list goes on.
smiles	MCF10A rerep	IL-1B inflam inh	S2 tox	ATXN2 expr inh	Nrf2 inh	A549 tox	HepG2 viability	Nrf2 activator	TGFb SMAD3 inh
CCOC(=O)c1nsnc1NCCSC(=N)N	-1%	-10	i	x	7%	1%	-11%	0.6%	1%
Cn1ncc(Br)c1N1C(=O)CCC1=O	-1%	0	u	8%	-13%	-6%	-26%	-0.1%	-9%
NNC(=O)c1cc(-c2cccs2)nc2ccccc12	u	3	i	x	u	26%	-15%	0.2%	10%
COc1cc2c(cc1OC)-c1cc(Nc3ccc(C(=O)O)cc3)nc(=O)n1CC2	-5%	-2	i	-14%	-5%	4%	-8%	-1.7%	4%
Cc1cc(C)cc(OCCNC(=O)c2cc(S(=O)(=O)N3CCOCC3)ccc2F)c1	20%	-7	i	-31%	-50%	-16%	-16%	0.3%	-14%
Cc1ccccc1NC(=O)Cn1nnc(C(=O)NCc2ccco2)c1N	u	15	u	-4%	-20%&16%	-17%&-2%	-6%&0%	0.2%&1.0%	8%&-4%
O=C(NCCCN1CCCCC1)c1ccc(CS(=O)c2ccc(F)cc2)o1 (stereo unspecified)	-1%	3	i	2%	1%	0%	9%	0.1%	1%
CC(C)C[C@@H](CN1CCCC1CN1C(=S)NC[C@@H]1Cc1ccc(O)cc1)N1C[C@H](Cc2ccccc2)N(CCc2ccccc2)C1=S (stereo partly specified)	-45%[inhibitor]	-16	i	-20%	u	0%	-60%	0.2%	u

(further entries)
smiles	MCF10A rerep	IL-1B inflam inh	S2 tox	ATXN2 expr inh	Nrf2 inh	A549 tox	HepG2 viability	Nrf2 activator	TGFb SMAD3 inh
O=C(NC(=S)NCc1cccnc1)c1ccccc1	-6%	7	i	5%	-10%	-1%	2%	0.7%	-6%
CCOC(=O)c1oc2ccccc2c1COC(=O)C(C)NC(=O)c1ccco1 (stereo unspecified)	-2%	26	i	x	-3%	u	-3%	3.7%	1%
Cc1ccc(S(=O)(=O)c2nnn3c2nc(NCc2cccs2)c2sccc23)cc1C	x	x	x	x	u	-2%	-10%	0.3%	-5%
CCCCNC(=O)c1c(C)oc2ncn(CC(C)C)c(=O)c12	x	x	i	-5%	-2%	7%	-7%	0.0%	0%
Cc1c(-c2n[nH]c(=S)n2-c2ccc(C(F)(F)F)cc2)nnn1-c1ccccc1	13%	4	i	4%	-18%	1%	11%	1.6%	13%
CCCCN1CCc2c([nH]c3c(C)cccc23)C1=O	17%	-20	i	38%[activator]	u	-1%	-4%	4.1%	-2%
CC(=O)Oc1ccc(C2=Cc3ccc(OC(C)=O)cc3OC2C)cc1 (stereo unspecified)	4.1µM*	9	i	0%	17%	-1%	3%	u	-3%
CCOC(=O)C1(CCCc2ccccc2)CCN(C(=O)CN2CCOC2=O)CC1	-5%	21	i	4%	1%	2%	-3%	0.0%	-1%

Remaining list, next part
smiles	MCF10A rerep	IL-1B inflam inh	S2 tox	ATXN2 expr inh	Nrf2 inh	A549 tox	HepG2 viability	Nrf2 activator	TGFb SMAD3 inh
CCCS(=O)(=O)NC(=O)C1(C)CCN(C(=O)c2ccc3c(c2)OCO3)C1 (stereo unspecified)	x	24	u	-1%	x	x	6%	0.6%	-2%
Cc1c(C=C2C(=O)c3ccccc3C2=O)cc(C#N)n1C	1%	0	i	13%	-8%	-3%	2%	-0.1%	20%
COc1ccc(OCCn2cnc3ccccc32)cc1	8%	-1	i	13%	-18%	5%	-4%	1.4%	0%
Cc1cc(C(=O)C(C(c2ccccc2)N2CCOCC2)N2CCOCC2)ccc1Cl (stereo unspecified)	3%	-12	i	-3%	1%	1%	-31%	2.4%	0%
COc1ccccc1C(=O)CSc1ccccn1	-7%	17	x	7%	u	-3%	5%	u	8%
CC(C)NC(=O)c1ccc(-c2ccc(Cl)c(C(F)(F)F)c2)o1	-27%	-8	i	-6%	x	0%	0%	-0.4%	-6%
CC(C)c1ccc(NC(=O)C2CCCN2S(=O)(=O)c2ccc3nc(-c4ccccc4)[nH]c3c2)cc1 (stereo unspecified)	x	x	x	x	u	-20%	-24%	7.7%	-19%
O=C(CCO)c1ccc(O)cc1	8%	3	i	5%	-2%	1%	-1%	-0.8%	1%

The last two compounds of the section above come first, to join the parts:
smiles	MCF10A rerep	IL-1B inflam inh	S2 tox	ATXN2 expr inh	Nrf2 inh	A549 tox	HepG2 viability	Nrf2 activator	TGFb SMAD3 inh
CC(C)c1ccc(NC(=O)C2CCCN2S(=O)(=O)c2ccc3nc(-c4ccccc4)[nH]c3c2)cc1 (stereo unspecified)	x	x	x	x	u	-20%	-24%	7.7%	-19%
O=C(CCO)c1ccc(O)cc1	8%	3	i	5%	-2%	1%	-1%	-0.8%	1%
COc1ccc(OC)c(/C=C/C(=O)OCC(=O)NCc2cccs2)c1	-9%	18	u	-11%	-3%	1%	-4%	3.5%	-5%
S=c1[nH]nc(-c2ccccc2)n1/N=C/c1cccc(Cl)c1	-1%	18	x	-3%	-9%	0%	-24%	u	-28%
CCOc1ccc(N2C(N)=NC(N)=NC2(C)C)cc1	7.3µM*	13	i	-5%	u	-2%	1%	-0.6%	3%
COc1ccc2[nH]c3c(c2c1)CCN1C(=O)C(CC(=O)NCc2cccc(C(F)(F)F)c2)C[C@H](C(=O)N(C(C)C)C(C)C)[C@@]31C (stereo partly specified)	-43%[inhibitor]	-53*	u	u	u	u	-50%	-0.2%	u
O=C(O)CSc1c2c(nc3cc(C(=O)Nc4cccc(C(F)(F)F)c4)ccc13)CCCC2	-1%	-27	i	1%	7%	4%	18%	0.3%	13%
Clc1ccccc1-c1cc(COc2ccc3ccccc3c2)no1	u	-5	i	17%	5%	-2%	-60%	2.4%	-1%
Cc1cc(C(=O)O)ccc1NCc1ccncc1	u	6	i	-15%	-8%	-1%	-14%	0.1%	1%
COCCNC(=O)CCSCc1ccccc1F	4.1µM*	17	i	6%	-3%	-2%	-5%	-0.3%	u

Additional entries:
smiles	MCF10A rerep	IL-1B inflam inh	S2 tox	ATXN2 expr inh	Nrf2 inh	A549 tox	HepG2 viability	Nrf2 activator	TGFb SMAD3 inh
Cn1cccc1Cc1nnc(SCC(=O)NCc2ccco2)n1-c1ccc(F)cc1	0%	-16	i	-2%	u	u	-20%	-0.3%	-1%
CCC1Sc2ccc(S(=O)(=O)CCC(=O)NCc3ccco3)cc2NC1=O (stereo unspecified)	u	15	i	x	0%	1%	-17%	6.9%	u
COc1ccc(NC(=O)c2cccc(S(=O)(=O)N3CCN(C)CC3)c2)c(OC)c1	-1%	13	i	-8%	2%	0%	11%	0.3%	33%[activator]
CCN1CCCC1Cn1cnc2c([nH]c3cccc(Cl)c32)c1=O (stereo unspecified)	u	9	u	-26%	x	-22%	-21%	2.3%	19%
COc1ccc(CCNC(=O)CCN2N=C(c3ccccc3)CCC2=O)cc1OC	x	x	x	x	x	-6%	-2%	-1.3%	0%
COc1c2c(nc3ccccc13)OC(C(C)(O)COC(C)=O)C2 (stereo unspecified)	2%	1	i	5%	0%	0%	4%	-0.7%	4%
CCOC(=O)C1CCCN(C(=O)Cn2ncc3c(C)n(Cc4ccc(F)cc4)c(C)c3c2=O)C1 (stereo unspecified)	x	x	x	x	u	8%	-41%	-0.4%	u
CN(C)C(=O)N1CCC(C(=O)NCc2ccc3c(c2)OCO3)CC1	2%	-13	i	2%	u	3%	0%	0.3%	5%

Following part:
smiles	MCF10A rerep	IL-1B inflam inh	S2 tox	ATXN2 expr inh	Nrf2 inh	A549 tox	HepG2 viability	Nrf2 activator	TGFb SMAD3 inh
CCCCn1c(N)c(N(CC(C)C)C(=O)C2CCN(S(=O)(=O)c3ccc(OCC)cc3)CC2)c(=O)[nH]c1=O	8%	u	i	-2%	-7%	3%	-19%	1.7%	0%
C=CCn1c(NCCO)nc2c1c(=O)n(C)c(=O)n2C	-9%	32	i	-2%	5%	-4%	-3%	-0.3%	-26%
CC(CN1CCN(Cc2ccccc2)CC1)c1ccccc1 (stereo unspecified)	-3%	23	i	x	1%	12%	22%	-0.3%	2%
COC(=O)COc1ccccc1C(N)=O	5%	13	x	x	5%	-6%	-7%	-0.8%	-11%
CC1(C(=O)NC2CCN(Cc3ccccc3)CC2)CCN1Cc1cc2ccccc2o1 (stereo unspecified)	x	-12	i	-19%	x	x	-46%	4.7%	-9%
C=C1/C=C(\C)C(C)(O)CC(O)CC(=O)C(O)C(O)C(C)CC(C)OC(=O)/C(C)=C/CC/C=C/C(OC)C(O)CC(C)C1 (stereo unspecified)	u	-53*	u	u	u	-19%	-38%	5.2%	u
COc1ccc(-c2cc(=Nc3c(C)n(C)n(-c4ccccc4)c3=O)c3ccccc3o2)cc1	3%	-29	i	3%	u	-5%	-27%	u	-11%

From PubChem
